Autophagy HCS = autophagy modulation, high-content screen. MEF GFP-LC3 puncta imaging; test concentration mostly 10 µM. calls only at 10 µM (by protocol). hit rate 0.98% among 190,000;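 active = percentage of spot-positive cells more than 3 SD above its plate mean, without a fluorescence outlier flag or 80% toxicity; inconclusive = no clear call, values can overlap the other calls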;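 note: spot-positive cell cutoff set from DMSO-treated cells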
T cell HTS = modulates CD8 T cell binding to vesicles. 2C CD8+ T cell-vesicle binding, flow cytometry; active compounds read low. calls only at 7 µM. hit rate 0.068% among 330,000;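 active = response, share of CD8 T cells binding vesicles, and their 90th percentile fluorescence all below set limits, cut at about 80% in these data, passing the limit was not always enough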
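Read-out – percent CD8+ FL2 mean versus row control · System – murine 2C transgenic CD8+ T lymphocytes · Times – 1.5 h cell–vesicle binding at 37 °C, then 20 min icy labelling · Control set – naked vesicles low, QL9 vesicles with vehicle high · Detection – cytometric PE anti-B7-1 and Alexa647 anti-CD8 signals after 1% paraformaldehyde fixation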
Insulin prom up = MIN6 insulin promoter up-regulation | MIN6 insulin promoter-GFP reporter, high-content imaging; active compounds read high | z-score at 5 µM | hit rate 0.3% among 190,000 | AID 1625;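 active = z-score above 3 at 5 µM with at least 500 cells counted in the well; inconclusive = wells under 500 cells, flagged as cytotoxic or low count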
bCat nuc transl = beta-catenin nuclear translocation modulation. nuclear translocation activity, % at 5 µM. hit rate 0.3% among 190,000. HeLa beta-catenin nuclear translocation, immunofluorescence imaging;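 active = nuclear translocation activity above 50% at 5 µM, with a well cell count of 50 or more; inconclusive = wells under 50 cells across six images, flagged as toxic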;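 note: per-cell ratio of nuclear to cytoplasmic median beta-catenin stain intensity; plate controls were DMSO negative control for no effect and GSK-3 inhibitor IX positive control for full effect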
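System: HeLa cells, endogenous beta-catenin; compound dosing: 5 µM primary single dose, 0.1% DMSO, 0.02–20 µM confirmation series; incubation: 24 h compound exposure at 37°C, 5% CO2; signal: beta-catenin immunofluorescence imaging with DAPI; evaluation: % activation, nuclear-to-cytoplasmic median beta-catenin signal ratio per cell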
ER stress rescue = protection against thapsigargin-triggered cell killing – 384-well, CSM14.1, ATP luminescence, primary screen (AID 1222); 190,000 tested, under 10 active; CSM14.1 thapsigargin-induced death rescue, ATP luminescence; higher % means a stronger effect; cellular ATP content (survival), % at 20 µM, or EC50 in µM where a hit was titrated;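 active = EC50 below 50 µM in the dose-response confirmation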;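 note: death triggered by thapsigargin at about 15 µM added after 2 h compound pretreatment; cell ATP read after overnight thapsigargin exposure of roughly 18 to 22 hours; normalized against plate controls of thapsigargin alone and 5% DMSO vehicle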
PhoP inhibition = inhibitors of PhoP regulon expression, primary screen, Salmonella Typhimurium, GFP reporter (AID 1863). S. Typhimurium PhoP-regulated promoter GFP reporter, 4 h; higher % means a stronger effect. hit rate 0.16% among 300,000. one-dose inhibition, % at 50 µM; IC50 in µM for titrated hits;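 active = inhibition over 29.93%, a cutoff 3 SD above the screen mean, later confirmed by dose response; inconclusive = inhibition over 29.93% but no dose response follow-up; inactive = inhibition at most 29.93% or unconfirmed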;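 note: 0% = low Mg2+ inducing control and 100% = high Mg2+ repressing control; strong numbers were not always called active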
Dynein transport = dynein cargo transport inhibition; 3617.4 mouse cells, GR-EGFP nuclear translocation imaging; test concentration mostly 20 µM; stimulated with dexamethasone, 1 µM; active compounds read low; z-score, hits read low; hit rate 0.47% among 220,000; AID 1381;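 active = plate z-score of nuclear minus cytoplasmic receptor signal below a set negative limit, without overly bright fluorescence or cell loss, cut at about -3.5 in these data, passing the limit was not always enough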;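 note: z-score of nuclear minus cytoplasmic ring GR-EGFP intensity difference per well; some compounds called inactive have numbers as strong as hits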
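Also added – dexamethasone, 1.0 µM final · Buffer or medium – tet-free, stripped-serum medium · Schedule – induction 48 h, compound 1 h, agonist 30 min · Detection – formaldehyde fixation, Hoechst nuclear stain, 10x automated fluorescence imaging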
MT stabilize HCS = microtubule stabilization, imaging screen; % tubulin-high responders, % at 10 µM; AID 2205; HeLa tubulin immunostaining HCS, 24 h; share of cells brighter than vehicle mean+2SD; hit rate 0.83% among 200,000;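 active = plate Z-score above 3 for both tubulin-high and condensed-nucleus cell shares, with cell loss under 80%, at 10 µM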;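 note: anti alpha tubulin signal scored within the nucleus-defined area of each cell; some results filed as inactive read as strong as hits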
Lipid droplet = modulators of hepatic lipid droplet formation. inhibition, % at 6.5 µM. hit rate 0.4% among 240,000. AID 1656. AML12 mouse hepatocytes, oleate lipid droplets, BODIPY imaging;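 active = lipid droplet intensity inhibited by at least 50%, with more than 500 cells counted; inconclusive = wells with under 300 cells, treated as cytotoxic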
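Assay system: AML12 hepatocytes (mouse); Probe or stimulus: oleic acid at 100 µM to induce lipid droplet formation; Dosing: compound at 6.5 µM only; Schedule: compound with oleate, overnight; Detection: fluorescence imaging, 20x objective, two fields per well; Measure: % inhibition of lipid droplet signal.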
Dynein transport cytoplasmic EGFP = recorded beside Dynein transport, whose call it bears; z-score; measured here: cytoplasmic GR-EGFP intensity; active compounds read high
Dynein transport nuclear GR-EGFP = recorded beside Dynein transport, whose call it bears; z-score; measured here: nuclear GR-EGFP intensity;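 lower value marks the stronger effect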
Dynein transport cell count = also measured in Dynein transport; calls as there; z-score; measured here: cell count per field
Insulin prom up cell count = second read-out of Insulin prom up, no call of its own (marks repeat the call); cell count; measured here: cytotoxicity, nuclei count;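 total cells summed across four imaged fields per well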
Lipid droplet cells 6.5 µM = also measured in Lipid droplet; calls as there; cell count; measured here: cell count, cytotoxicity flag;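 cells counted across two imaged fields per well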
bCat nuc transl cell count 5 µM = also measured in bCat nuc transl; calls as there; cell count; measured here: cell count, cytotoxicity flag
T cell HTS vesicle-bound % = second read-out of T cell HTS, no call of its own (marks repeat the call); double positive events, %; measured here: CD8+ vesicle-bound cell fraction;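 binding gate set so that unloaded-vesicle control wells show 10% double positive cells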
MT stabilize HCS Hoechst-high % = further read-out of MT stabilize HCS, marked with its call; % Hoechst-high responders; measured here: nuclear condensation Hoechst responders;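 share of cells brighter than vehicle mean plus two SD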
MT stabilize HCS cytotoxicity % = recorded beside MT stabilize HCS, whose call it bears; toxicity, %; measured here: cytotoxicity by cell density;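 0% = mean cell density of plate MIN control wells and 100% = no cells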
Autophagy HCS cell loss 18 h = further read-out of Autophagy HCS, marked with its call; toxicity, %; measured here: cell loss, nuclei count;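 cell loss after 18 h compound exposure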
An asterisk follows results filed as active; i = inactive; u = inconclusive; x = no result given; + = active, no number.

SMILES	Autophagy HCS	Autophagy HCS cell loss 18 h	T cell HTS	T cell HTS vesicle-bound %	Insulin prom up	Insulin prom up cell count	bCat nuc transl	bCat nuc transl cell count 5 µM	ER stress rescue	PhoP inhibition	Dynein transport	Dynein transport cytoplasmic EGFP	Dynein transport nuclear GR-EGFP	Dynein transport cell count	MT stabilize HCS	MT stabilize HCS Hoechst-high %	MT stabilize HCS cytotoxicity %	Lipid droplet	Lipid droplet cells 6.5 µM
Cc1cc2oc(=O)cc(Cn3ncc(Cl)c(Cl)c3=O)c2cc1Cl	+	21.7*	i	63.4	u	x	-2.6	993	-4.4%	-2.1%	-6.11*	1.92*	-2.47*	-0.304*	6.3	1.8	2.3	9.5	742
CC(C)(C)NC(=O)N1CCN(c2nc(-c3ccccc3)ns2)CC1	x	x	i	49.3	x	x	0.4	1336	x	-3.1%	0.498	-0.224	0.347	0.488	x	x	x	-14.2	788
Cc1ccc(C(=O)NCC(=O)OCC(=O)Nc2cccc(S(=O)(=O)N3CCCC3)c2)cc1C	x	x	i	16.7	0.16	1131	-0.3	1339	x	-3.5%	-0.426	-0.729	-0.0427	0.0588	x	x	x	-17.1	704
Cc1ccc(S(=O)(=O)N2CCC(C(=O)NNC(=O)c3ccccc3)CC2)cc1	i	-0.5	i	23.2	1	1382	-1.0	1068	0.1%	1.9%	0.13	-0.172	0.0295	-0.544	6.9	0.8	9.6	13.7	707
Cc1ccc(S(=O)(=O)CC(c2ccccc2)N2CCCCC2)cc1 (stereo unspecified)	i	3.3	i	58.7	-0.38	1620	-3.6	1053	0.6%	-6.1%	-0.853	-0.231	0.157	1.02	3.0	3.0	6.4	10.9	663
COc1cc(/C=N/OCC(=O)NC2CCCCC2C)ccc1OCc1ccc(Cl)cc1 (stereo unspecified)	i	-13.2	i	6.4	-0.53	1237	x	x	-1.5%	4.8%	0.435	-0.299	-0.124	-0.428	1.2	4.0	4.6	14.5	584
COc1cccc(/C=C/C(=O)Nc2ccc3c(c2)OCCO3)c1OC	+	5.3*	i	29.7	-0.58	1558	0.7	1088	-4.3%	5.4%	0.0349	-0.315	-0.138	1.57	5.0	1.1	1.3	4.1	701
C/C=C/C(=O)N1CC2(CC(c3cccc(NC(=O)COc4ccc(Cl)cc4)c3)=NO2)C[C@@H]1C(N)=O (stereo partly specified)	x	x	i	16.9	0.66	844	-0.1	1115	x	-3.1%	2	-0.639	1.65	-1.72	x	x	x	-3.0	701
CCOC(=O)c1sc(NC(=O)C2CC=CCC2C(=O)O)nc1C (stereo unspecified)	i	1.3	i	10.4	-0.71	1283	x	x	-3.5%	-1.3%	-0.592	-0.129	0.157	-0.355	11.5	21.4	96.9	-6.6	754
COc1cc(/C=N/NC(=S)NCCN2CCOCC2)ccc1O	i	11.7	i	4.2	-0.44	1495	-0.1	1077	0.1%	0.9%	-0.764	-0.295	-0.686	1.09	2.5	3.4	9.4	12.6	686
CCCOc1ccc(Cc2c(Cl)nc(SC)nc2N(C)C)cc1	i	2.8	i	58.5	0.06	1447	-1.4	1027	0.8%	4.3%	1.01	-0.221	1.21	-1.11	4.2	2.0	4.2	-8.3	613
COc1ccc(-c2c(N)n[nH]c2C)cc1OC	i	20.9	i	59.5	0.6	1434	-3.3	1097	-0.2%	5.7%	-0.278	-0.279	-0.665	0.944	5.6	2.4	7.2	9.7	732
Cc1ccc(-c2c3c([nH]c(=S)c2C#N)CCCC3)o1	i	-17.7	i	42.9	-0.36	1206	1.7	1141	-1.3%	0.7%	0.615	-0.156	0.158	0.25	4.4	3.9	6.8	x	x
COc1ccc(N2CCN(C(=O)CNC(=O)Cn3c(C)cc4ccccc4c3=O)CC2)cc1	i	0.4	i	40.4	-0.32	1393	3.4	1429	-0.4%	-8.6%	2.47	-0.261	1.36	-1.6	7.4	0.9	5.1	x	x
O=C(C[n+]1cc(-c2ccccc2)n2c1CCC2)c1cccs1	i	23.3	i	13.3	-0.4	1492	0.1	1080	-1.4%	6.6%	1.88	-0.152	1.16	-0.746	3.1	2.3	2.6	4.4	638
COc1ccc(F)cc1C(=O)C1CCCN(Cc2cnc(N3CCCC3)s2)C1 (stereo unspecified)	i	6.3	i	13.3	0.21	1590	-0.6	1012	3.0%	6.8%	-0.101	-0.226	-0.241	-0.117	2.9	1.7	3.0	-44.3	608
Cc1ccc(S(=O)(=O)CC(O)COc2ccc(F)cc2Cl)c(C)c1 (stereo unspecified)	i	-4.2	i	7.5	0.6	1511	0.0	1475	-2.9%	2.4%	0.248	-0.159	0.272	-0.0648	2.3	0.8	0.0	7.9	704
Fc1ccc(-c2nc3nc4ccccc4nc3n2Cc2ccco2)cc1	i	-3.3	i	44.1	0.94	943	1.8	656	-1.9%	10.4%	-0.407	-0.223	-0.00912	-0.14	5.2	1.9	6.9	x	x
CCOc1ccc(CSC2=NCCN2)cc1Cl	i	8.1	i	27.0	-0.85	1571	-0.8	1365	4.1%	10.4%	1.24	-0.235	1.15	-1	5.1	2.7	1.7	x	x
Cc1cc(C)n2nc(SCC(=O)N(C)C)nc2n1	i	-13.1	i	29.7	x	x	-1.6	1104	0.6%	-4.1%	-0.295	-0.129	0.147	0.225	1.5	2.8	1.9	17.0	778
COc1ccc(OC)c(-n2nnnc2SCC(=O)Nc2ccc(C(=O)N3CCCCC3)cc2)c1	i	-6.6	i	51.4	-0.25	1085	-3.0	1186	-1.6%	1.0%	0.0681	-0.208	0.246	0.00399	2.5	1.9	7.3	4.0	707
CCOc1ccc(S(=O)(=O)NCc2cccs2)cc1	i	4.7	i	3.7	x	x	x	x	4.1%	-4.0%	0.0507	-0.202	-0.147	0.617	3.2	1.9	3.1	14.0	828
COc1ccc(OC)c(C(=O)COC(=O)c2cc(C)oc2C)c1	i	-3.5	i	19.6	x	x	-1.0	481	-2.4%	-11.8%	-0.661	0.196	-0.0731	-0.45	2.4	1.9	7.3	-10.9	741
Cc1ccc(-c2nnc(N3CCCCC3)c3ccccc23)cc1S(=O)(=O)N(C)C	i	6.1	i	48.2	0.06	1623	-0.5	1311	6.5%	1.4%	-0.318	-0.142	-0.241	-0.00289	2.3	2.0	7.1	x	x
N#Cc1ccc(S(=O)(=O)N2CCc3[nH]c4ccc(F)cc4c3C2)cc1	x	x	i	27.2	-0.57	1403	0.5	1336	x	-8.5%	-0.533	-0.231	-0.368	0.282	x	x	x	x	x
COc1ccccc1NC(=O)c1cc2ccccc2o1	i	0.6	i	44.5	-0.42	1113	3.3	956	-1.3%	-4.0%	0.584	-0.122	0.213	-0.337	3.1	1.8	4.6	25.4	768
CCc1ccccc1NC(=O)CSc1nnc(CCNC(=O)OC(C)(C)C)o1	x	x	i	38.4	0.31	1109	1.0	1308	x	0.9%	0.417	-0.252	0.409	-0.616	x	x	x	-9.6	768
O=C(CCS(=O)(=O)Cc1ccccc1)N1CCN(Cc2ccccc2)CC1	i	-1.9	i	8.0	-0.09	1798	-0.7	1054	-1.5%	8.2%	-0.0153	-0.154	-0.0221	0.528	5.7	2.7	4.3	31.1	718
O=c1c2c(nc3c(-c4cccc5ccccc45)c[nH]n13)CCC2	i	3.0	i	50.4	0.77	1216	x	x	x	4.1%	-0.149	-0.188	0.174	-0.32	2.4	1.7	4.8	-22.9	609
CCOc1cc(C(N)=O)cc(Br)c1OCc1ccccc1	i	-4.0	i	36.0	-0.38	1370	1.8	1393	0.8%	8.9%	0.168	-0.326	0.778	-0.633	8.5	1.5	5.2	-6.3	710
COc1ccc(CCNC(=O)c2nnn(-c3cc(C)cc(C)c3)c2N)cc1OC	i	-6.3	i	13.0	x	x	x	x	0.9%	10.2%	-0.546	-0.0887	-0.855	-0.415	3.2	1.2	6.8	x	x
CCCN1CCC(N2CCCC(C(=O)O)C2)CC1 (stereo unspecified)	i	4.6	i	46.4	-0.41	1201	-0.4	1101	-1.0%	6.5%	0.643	-0.164	0.593	-1.15	2.7	1.2	0.4	0.0	729
CCOC(=O)N1CCC(n2c(SCC(=O)Nc3ccccc3OC)nc3ccccc3c2=O)CC1	i	38.9	i	41.9	-0.85	1284	-1.3	1124	-1.4%	13.2%	0.495	0.645	1.09	-1.12	1.1	1.7	6.3	-1.0	773
CCCC(C)NC(=O)CSc1nnc2ccccn12 (stereo unspecified)	i	17.8	i	25.1	0.04	1231	-3.9	1108	-0.8%	-7.8%	1.04	-0.172	0.135	0.0223	2.8	2.3	6.4	-9.9	685
